Bioassay records: PubChem, Sanford-Burnham Center for Chemical Genomics
Apaf1 inhib: inhibitors of human Apaf-1 apoptosome; AID 489030; O14727; actives 0.71% (n = 330,000); inhibition, % at 20 µM; reconstituted apoptosome caspase-3 activity, DEVD-Rh110 fluorescence; active = inhibition of at least 40% at 20 µM;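 note: plate controls were DMSO wells for no effect and DEVD-CHO caspase inhibitor wells for full effect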
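System – cell-free apoptosome with Apaf-1, procaspase-3 and caspase-9 · Buffer or medium – pH 7.5 Hepes buffer with CHAPS, BSA, DTT · Also added – cytochrome c with DEVD-Rh110 · Times – 30 min compound preincubation, 50 min activation, room temperature · Technique – Rh110 fluorescence intensity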
SENP8 block-1: SENP8 (human) protease inhibition; actives 0.64% (n = 360,000); inhibition, % at 20 µM; AID 602440; recombinant SENP8, Nedd8 substrate fluorescence; Q96LD8; in the data active = inhibition mostly above about 40%, no sharp cut-off; inactive = mostly below about 27%
Target sequence (Q96LD8 whole entry, looked up): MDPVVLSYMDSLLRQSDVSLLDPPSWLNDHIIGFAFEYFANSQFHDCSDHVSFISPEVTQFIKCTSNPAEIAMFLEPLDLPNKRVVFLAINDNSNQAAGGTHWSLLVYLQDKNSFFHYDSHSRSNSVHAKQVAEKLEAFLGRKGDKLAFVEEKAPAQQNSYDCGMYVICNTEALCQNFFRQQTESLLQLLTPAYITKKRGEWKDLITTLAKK
SENP6 block: SENP6 protease inhibition | inhibition, % at 10 µM | actives 1.8% (n = 330,000) | Recombinant SENP6 catalytic domain, aminoluciferin luminescence | Q9GZR1;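 active = inhibition above about 50% at the single tested dose, limit read from the data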;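 note: plate controls were DMSO wells with enzyme for no effect and DMSO wells lacking enzyme for full effect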
Target sequence (Q9GZR1 628-1112 limits assumed): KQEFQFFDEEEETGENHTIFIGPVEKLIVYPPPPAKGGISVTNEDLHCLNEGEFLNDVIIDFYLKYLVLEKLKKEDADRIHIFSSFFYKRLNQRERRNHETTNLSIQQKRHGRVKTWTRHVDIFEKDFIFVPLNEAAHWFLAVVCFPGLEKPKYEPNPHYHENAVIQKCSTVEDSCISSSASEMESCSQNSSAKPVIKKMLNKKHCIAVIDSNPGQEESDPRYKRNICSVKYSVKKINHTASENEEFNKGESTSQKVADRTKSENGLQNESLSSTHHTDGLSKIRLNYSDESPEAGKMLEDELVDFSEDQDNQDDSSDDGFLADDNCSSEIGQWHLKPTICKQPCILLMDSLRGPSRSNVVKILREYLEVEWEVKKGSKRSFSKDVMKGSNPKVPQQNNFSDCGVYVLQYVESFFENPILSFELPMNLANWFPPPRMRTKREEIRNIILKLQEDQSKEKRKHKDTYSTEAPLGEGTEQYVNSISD
SENP7 inh: inhibitors of human SENP7 protease. Q9BQF6. recombinant SENP7, Z-RLRGG-aminoluciferin luminescence, 40 min. inhibition, % at 5 µM. actives 1.5% (n = 330,000). AID 434973;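 active = inhibition above about 50% at the single test dose, limit read from the data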;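 note: plate controls were DMSO with enzyme for no effect and no enzyme buffer wells for full effect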
SENP8 block-2: SENP8 protease inhibition; Q96LD8; actives 1.2% (n = 330,000); purified SENP8, Z-RLRGG-aminoluciferin cleavage, luminescence; AID 2540; inhibition, % at 10 µM; in the data active = inhibition above about 50%
SENP1 inh: inhibitors of human SENP1 SUMO protease catalytic domain | recombinant SENP1 catalytic domain, CyPet-SUMO1-YPet FRET cleavage | inhibition, % at 10 µM | actives 0.21% (n = 360,000) | AID 624204;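 active = inhibition at least 30% at 10 µM, raw YFP signal under a set limit, fluorescence ratio 0.5 to 1.5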;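 note: 0% = enzyme with DMSO and 100% = no enzyme wells; some results filed as inactive read as strong as hits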
Target sequence (Q9P0U3 419-644 limits assumed): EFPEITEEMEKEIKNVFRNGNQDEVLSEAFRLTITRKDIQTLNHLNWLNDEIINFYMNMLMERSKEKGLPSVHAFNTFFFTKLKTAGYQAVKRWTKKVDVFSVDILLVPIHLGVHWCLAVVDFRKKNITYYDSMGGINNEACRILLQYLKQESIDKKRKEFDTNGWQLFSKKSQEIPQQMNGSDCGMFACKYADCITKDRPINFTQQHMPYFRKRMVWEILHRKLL
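Assay system: hSENP1 catalytic domain, recombinant. Amount: SENP1 enzyme, 20 pM final. Schedule: 50 min reaction, RT, dark. Technique: FRET, CFP and YFP emission. Control set: no-enzyme wells low, DMSO-plus-enzyme wells high control.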
HKDC1 inhibitor: blocks human hexokinase HKDC1 activity; actives 0.16% (n = 340,000); AID 493160; inhibition, % at 20 µM; recombinant HKDC1, G6PDH/diaphorase resazurin coupled fluorescence;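 active = inhibition above about 35% when tested at 20 µM, limit read from the data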;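 note: plate controls were DMSO wells with enzyme for no effect and DMSO wells lacking enzyme for full effect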
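Incubation: 90 min at room temperature in dark / Material: recombinant HKDC1 (HK5) hexokinase enzyme, produced in-house / Quantity: enzyme 5 µg/mL final / Compound: one dose of 20 µM, 1% DMSO / Reagent: glucose and ATP substrates / Buffer or medium: Tris pH 8.0 buffer with MgCl2, Tween-20, BSA, BME / Technique: resorufin fluorescence at 613 nm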
PfGluPho inh: PfG6PD (Plasmodium falciparum) enzyme inhibition. PfGluPho enzyme, NADPH resazurin-diaphorase fluorescence. inhibition, % at 20 µM. actives 0.78% (n = 350,000);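 active = inhibition reaching at least a set limit at 20 µM in the primary screen, cut at about 59% in these data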;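 note: 0% = DMSO wells with substrate and 100% = DMSO wells lacking glucose-6-phosphate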
* marks the source's active call; other numbers are inactive results; · = no result given.

mol	Apaf1 inhib	SENP8 block-1	SENP6 block	SENP7 inh	SENP8 block-2	SENP1 inh	HKDC1 inhibitor	PfGluPho inh
CCOc1ccc(C(=O)NCC(=O)OCCCOC(=O)CNC(=O)c2ccc(OCC)cc2)cc1	3	0	-6	6	4	1	-4	-11
O=C(NCCc1ccccc1)C1(c2ccccc2)CCCC1	5	3	-9	9	-3	3	-7	-9
CCOC(=O)C1C(=O)OC(C)(C)C1C(C)C(=O)c1ccc(OC)cc1 (stereo not drawn)	-3	30	-4	-1	-6	-1	-5	-15
NC(=O)C1CCN(C(=O)CCc2nc3ccccc3c(=O)[nH]2)CC1	-10	16	-1	1	1	1	-12	3
Cc1ccc(CNC(=O)c2ccc3c(c2)NC(=O)CS3)cc1	0	3	-6	13	-13	4	-3	26
COc1ccc(-c2nnn(Cc3ccccc3F)n2)cc1	21	21	0	-14	-7	2	-7	-7
COC(=O)c1cc2sccc2n1CC(=O)N(C)c1ccccc1	-5	18	-20	12	-1	-2	-9	-11
Cc1ccc2c(COC(=O)c3ccc(NC(=O)CC#N)cc3)cc(=O)oc2c1C	8	2	0	-8	-2	-5	-3	-18

mol	Apaf1 inhib	SENP8 block-1	SENP6 block	SENP7 inh	SENP8 block-2	SENP1 inh	HKDC1 inhibitor	PfGluPho inh
COC(=O)c1cn(CC(=O)N2C(C)CCCC2C)c2ccccc12 (stereo not drawn)	1	20	0	3	6	2	-9	-8
N#Cc1ccc(C(=O)NC2=NCCS2)cc1	10	18	-12	0	-10	3	0	5
Cc1ccc(C)c(SCC(=O)N(C)CC(=O)Nc2ccc(N3CCOCC3)cc2)c1	10	9	11	0	13	-1	0	5
Cc1c(Cl)cccc1NC(=S)Nc1ccc(S(=O)(=O)Nc2ncccn2)cc1	0	10	-29	0	-9	2	-6	16
O=C1c2nccnc2C(=O)N1c1ccc(C(F)(F)F)cc1	11	22	-3	-6	-4	3	-4	-12
O=C(O)c1cc2nccc(-c3ccc(F)cc3)n2n1	2	-38	17	5	0	0	5	-3
COCCn1c(SCc2nc3scc(-c4ccc(Cl)cc4)c3c(=O)[nH]2)nnc1-c1cccc(C)c1	19	-4	-1	-2	-6	-4	-3	-24
C(=N\N1CCN(c2ccccn2)CC1)/c1ccccn1	-13	12	-24	6	-13	0	-3	0

mol	Apaf1 inhib	SENP8 block-1	SENP6 block	SENP7 inh	SENP8 block-2	SENP1 inh	HKDC1 inhibitor	PfGluPho inh
CN(C)CCCCOc1cccc(Br)c1	-2	1	-3	0	-3	1	10	-4
O=C(c1cc(-c2ccc(F)cc2)on1)N1CCN(c2ccc(F)cc2)CC1	3	10	-7	-3	-1	1	-5	13
CCCC[N+](CC#Cc1ccccc1)(CCCC)CCCS(=O)(=O)[O-]	1	-8	-14	0	-3	0	-4	-27
CCc1nnc(NS(=O)(=O)c2ccc(NC(=S)NC(=O)c3ccc(OC)cc3)cc2)s1	13	17	-22	1	-13	3	6	-18
CN(C)/C=C/C1=C([N+](=O)[O-])C(c2cccc([N+](=O)[O-])c2)NC(=O)N1 (stereo not drawn)	12	30	-2	11	-2	-1	5	5
COc1cc(OC)c2ccc(=O)oc2c1C(CCN1CCCC(C)C1)c1ccc2c(c1)OCO2 (stereo not drawn)	6	-216	-12	-3	-1	1	-5	0
Cc1cccc(OCC(=O)NCc2ccccc2)c1	3	9	16	-1	-1	3	-2	-7
COc1ccc(CN=CC2=C(O)CNC2=O)cc1OC	-2	19	-23	11	-5	2	2	3

Some of the entries so far, field by field:
Structure: COCCn1c(SCc2nc3scc(-c4ccc(Cl)cc4)c3c(=O)[nH]2)nnc1-c1cccc(C)c1
  Apaf1 inhib = 19
  SENP8 block-1 = -4
  SENP6 block = -1
  SENP7 inh = -2
  SENP8 block-2 = -6
  SENP1 inh = -4
  HKDC1 inhibitor = -3
  PfGluPho inh = -24
Structure: C(=N\N1CCN(c2ccccn2)CC1)/c1ccccn1
  Apaf1 inhib = -13
  SENP8 block-1 = 12
  SENP6 block = -24
  SENP7 inh = 6
  SENP8 block-2 = -13
  SENP1 inh = 0
  HKDC1 inhibitor = -3
  PfGluPho inh = 0
Structure: CN(C)CCCCOc1cccc(Br)c1
  Apaf1 inhib = -2
  SENP8 block-1 = 1
  SENP6 block = -3
  SENP7 inh = 0
  SENP8 block-2 = -3
  SENP1 inh = 1
  HKDC1 inhibitor = 10
  PfGluPho inh = -4
Structure: O=C(c1cc(-c2ccc(F)cc2)on1)N1CCN(c2ccc(F)cc2)CC1
  Apaf1 inhib = 3
  SENP8 block-1 = 10
  SENP6 block = -7
  SENP7 inh = -3
  SENP8 block-2 = -1
  SENP1 inh = 1
  HKDC1 inhibitor = -5
  PfGluPho inh = 13

Next section.
mol	Apaf1 inhib	SENP8 block-1	SENP6 block	SENP7 inh	SENP8 block-2	SENP1 inh	HKDC1 inhibitor	PfGluPho inh
COc1ccc(-c2cc3ccccc3n2CC(O)CN2CCN(CCO)CC2)cc1 (stereo not drawn)	18	-65	-4	-19	-11	0	6	-10
Cc1cc(NC(=O)COC(=O)C2CCC2)no1	-3	10	6	1	9	1	-12	17
Clc1ccc(N=C2SCCS2)cc1	-3	17	-22	-6	0	0	0	-4
NC(=O)C1=C(N=C2CCCCC2)CCCC1	·	0	·	·	·	1	-1	-8
O=C1NC(=NCc2ccccc2)NC1(c1ccccc1)c1ccccc1	·	8	·	·	·	0	-8	7
Cc1cccc(C)c1OCCNC(=O)C(=O)NCc1ccco1	0	7	-4	-5	-9	3	-4	-19
O=C(NCc1ccccc1)C1=C[C@@H](c2ccccc2)C[C@@H](OCCCCO)O1	2	-26	5	1	0	-1	4	9
COC(=O)c1cccc(NC(=O)c2ccc3c(c2)C(=O)N(Cc2cccnc2)C3=O)c1	15	15	-15	-6	-10	0	-3	9

mol	Apaf1 inhib	SENP8 block-1	SENP6 block	SENP7 inh	SENP8 block-2	SENP1 inh	HKDC1 inhibitor	PfGluPho inh
CCN(CC)CCNC(=O)c1ccc(N2CCCCC2)c(NS(=O)(=O)c2ccc(C)cc2)c1	14	-23	-18	8	7	-1	-10	-7
COc1ccc(Cl)cc1N(CC(=O)NC1CC2CCC1C2)S(=O)(=O)c1ccccc1 (stereo not drawn)	21	0	-3	-2	5	0	-1	17
CCOc1ccc(CCNC(=O)COC(=O)c2cccc(S(=O)(=O)N(C)C)c2)cc1OCC	·	6	·	·	·	1	-4	-7
COc1ccc(-n2c3c(c(=O)[nH]c2=O)C(C(F)(F)F)(C(F)(F)F)N=C(CC(C)C)N3)cc1	-7	-24	-1	10	-4	0	-17	-4
CC1CN(C(=O)CCN2C(=O)c3ccccc3C2=O)CC(C)O1 (stereo not drawn)	7	18	-27	15	-10	0	1	12
CCNC(=O)Cn1c(=O)c2c(ncn2Cc2ccccc2)n(Cc2ccccc2)c1=O	-3	1	-13	8	-6	0	-1	6
COc1cccc(C2N(c3ccc(Cl)c(Cl)c3)C(=O)C3CCCN32)c1OC (stereo not drawn)	23	3	7	-2	-6	5	2	19
COc1ccc(NC(=O)CN(C)C(=O)c2cccc(NS(=O)(=O)c3ccc(Br)cc3)c2)cc1	9	4	1	-2	-7	2	0	-3

Each structure is followed by: Apaf1 inhib	SENP8 block-1	SENP6 block	SENP7 inh	SENP8 block-2	SENP1 inh	HKDC1 inhibitor	PfGluPho inh
CC(=O)c1cc2c(cc1NC(=O)c1ccc(-n3nc(C)cc3C)cc1)OCO2
    ·	-434	·	·	·	-10	-5	3
O=C(NCCc1nnc2ccc(N3CCCCCC3)nn12)c1ccccc1
    -6	-11	-7	0	3	-1	-1	3
O=C1C2C(c3ccccc3)C=CC(c3ccccc3)C2C(=O)N1CCCO (stereo not drawn)
    8	19	-1	-4	-4	-1	-2	-9
COc1ccc(S(=O)(=O)NC2CC2)cc1Cl
    -6	13	13	-10	-8	0	-3	9
CC(=O)OC[C@H]1O[C@@H](Oc2cc3ccc(=O)oc3cc2OC(C)=O)[C@H](OC(C)=O)[C@@H](OC(C)=O)[C@@H]1OC(C)=O
    ·	-376	·	·	·	-28	-5	9
O=C(NC(=S)Nc1cccc(NC(=S)NC(=O)c2ccco2)n1)c1ccco1
    -9	-11	5	-1	-1	-22	-1	-15
Cn1nccc1C(=O)Nc1ccc(Cl)cc1
    -17	4	34	7	13	-1	7	-12
CC1CCc2cc(F)ccc2N1C(=O)CSc1nnc(-c2cccs2)n1C (stereo not drawn)
    -13	10	5	1	-8	-2	9	-9
O=C(Nc1ccc(N2CCCC2)cc1)c1cccc(-c2cc3ccccc3oc2=O)c1
    21	-14	-3	-4	1	1	-40	68*
CCc1ccc(CN(C)Cc2nc(Cc3ccccc3)no2)nc1
    -16	9	-8	0	0	3	-2	0

Each structure is followed by: Apaf1 inhib	SENP8 block-1	SENP6 block	SENP7 inh	SENP8 block-2	SENP1 inh	HKDC1 inhibitor	PfGluPho inh
O=[N+]([O-])c1ccc(N2CCN(c3ccc(F)cc3)CC2)cc1
    11	20	-38	-8	-13	0	-3	0
CCOC(=O)[C@H]1[C@H]2COc3ccc(Br)cc3[C@@H]2N2C(=O)c3c(C)cc(C)cc3NC(=O)[C@@]12C
    21	12	4	2	3	-1	4	0
CC(C#N)(NC(=O)CN1CCN(S(=O)(=O)c2ccccc2C#N)CC1)C1CC1 (stereo not drawn)
    -5	10	-29	-9	-11	2	0	-12
CC(C)CC(=O)Nc1nnc(S(=O)(=O)N2c3ccccc3CC2C)s1 (stereo not drawn)
    2	20	-7	-1	8	4	8	-33
O=C(Nc1ccnn1C1CCN(C(=O)CCc2ccc(F)cc2)CC1)C1CCOC1 (stereo not drawn)
    3	-3	-2	6	1	-3	-6	6
Cc1cc(C)c(OCC(=O)OCC(=O)N2CCc3ccccc3C2)c(C)c1
    6	10	-21	0	-9	1	-3	12
COC(=O)c1ccccc1NC(=O)COC(C)=O
    5	-8	-9	17	-13	-1	-2	13
COC(=O)c1ccc(CNC(=O)/C=C/c2cc([N+](=O)[O-])ccc2OC(F)F)cc1
    6	8	-2	5	-3	3	0	30
